Source: PubChem BioAssay (Broad Institute)
SIRT5 inh: sirtuin-5 (human) deacylase inhibition; Purified SirT5, succinyl-peptide AMC, trypsin-coupled fluorescence; Q9NXA8; inhibition, % at 15 µM; AID 652115; 1.1% of 330,000 active; in the data active = inhibition above about 15%; inconclusive = no clear call, values can overlap the other calls
Target sequence (Q9NXA8 whole entry, looked up): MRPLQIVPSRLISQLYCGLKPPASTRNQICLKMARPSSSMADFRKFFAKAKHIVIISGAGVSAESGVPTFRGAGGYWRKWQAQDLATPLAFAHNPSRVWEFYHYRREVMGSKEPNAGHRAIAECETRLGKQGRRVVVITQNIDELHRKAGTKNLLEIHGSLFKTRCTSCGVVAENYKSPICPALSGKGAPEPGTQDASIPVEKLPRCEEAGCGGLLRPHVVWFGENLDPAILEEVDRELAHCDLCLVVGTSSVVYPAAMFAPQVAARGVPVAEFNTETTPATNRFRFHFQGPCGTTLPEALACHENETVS
CASP6 VEID inh: caspase-6 (human) enzyme inhibition. AID 686996. inhibition, % at 12.5 µM. 0.53% of 350,000 active. purified caspase-6, Z-VEID-R110 cleavage fluorescence. P55212;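 active = mean inhibition across replicates at least about 35%, with every replicate also reaching that limit, limit read from the data; inconclusive = only one of the two criteria met; inactive = neither criterion met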;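 also: 0% = median of neutral control wells and 100% = no fluorescence left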
Target sequence (P55212 24-179 limits assumed): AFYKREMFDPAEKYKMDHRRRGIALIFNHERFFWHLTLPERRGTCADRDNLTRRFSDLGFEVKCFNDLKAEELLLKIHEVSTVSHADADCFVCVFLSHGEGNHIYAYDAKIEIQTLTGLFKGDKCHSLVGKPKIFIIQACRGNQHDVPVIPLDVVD
Target sequence (P55212 194-293 limits assumed): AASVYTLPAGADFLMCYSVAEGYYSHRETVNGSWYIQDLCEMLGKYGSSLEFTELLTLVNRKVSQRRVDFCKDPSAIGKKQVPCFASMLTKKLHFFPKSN
ARNT TACC3 PPI: disruptors of human ARNT/TACC3 interaction. inhibition, % at 9.99 µM. AlphaScreen His-ARNT PAS-B/GST-TACC3 binding, luminescence; TACC3 fragment carries E629A point mutation. 0.66% of 390,000 active. AID 623870. Q9Y6A5;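 active = mean inhibition of replicates at least 50% and at least half of replicates each reaching 50%; inconclusive = half or more replicates reach 50% but mean below 50%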;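 also: 0% = complete ARNT plus TACC3 wells and 100% = ARNT alone without TACC3; many hits fall short of the cut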
PAX8 inh HTS: PAX8 transcriptional activity inhibition; inhibition, % at 12.6 µM; RMG-I TPO-luciferase reporter, SteadyGlo, 24 h; 1.2% of 360,000 active;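 active = mean replicate inhibition at least 60% with every replicate also reaching 60%; inconclusive = only one of the two criteria is met; inactive = mean below 60% and not all replicates reaching 60%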;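 also: luciferase light reporting Pax8 driven TPO promoter activity; plate controls were median of neutral control wells for no effect and mitoxantrone controls for full effect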
DENV2 CPE rescue: protects cells from dengue virus 2 cytopathic effect; 1.7% of 350,000 active; CPE inhibition, % at 9.99 µM; DENV2-infected cells, cytopathic effect rescue, plate reader; in the data active = CPE inhibition above about 20%, passing the limit was not always enough; inconclusive = no clear call, values can overlap the other calls; tested in BHK-21 cells;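 also: 0% = median of neutral control wells and 100% = median of positive control wells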
LGR2 antag: blocks bursicon-induced cAMP signaling via Drosophila LGR2 | 0.35% of 380,000 active | inhibition, % at 9.99 µM | HEK293 LGR2, CRE-luciferase, bursicon-stimulated, 4 h;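 active = drop in luminescence signal, shown as inhibition above about 50% in the replicate tests, limit read from the data, passing the limit was not always enough; inconclusive = probably only some replicates passing the limit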;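 also: agonist challenge used bursicon conditioned medium at about half maximal strength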
EWS-Fli block: EWS/Fli transcriptional activity inhibition; A673 NR0B1-luciferase reporter, viability-normalised; inhibition, % at 12.6 µM; 0.67% of 350,000 active;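 active = mean inhibition of at least 50% after viability correction, with every replicate also passing that limit; inconclusive = mean reaches 50% but only one of two replicates passes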;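 also: firefly luciferase signal divided by Alamar Blue viability fluorescence both relative to DMSO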
* hit, by the source's call; ? = inconclusive; nt = no result given; & = joins results of further samples.

SMILES	SIRT5 inh	CASP6 VEID inh	ARNT TACC3 PPI	PAX8 inh HTS	DENV2 CPE rescue	LGR2 antag	EWS-Fli block
COc1cc(CC2(CCc3ccncc3)C(=O)NC(=O)NC2=O)cc(OC)c1OC	-3.8	0.6	-1.2	0.8	-0.5	nt	15.4
O=C(Cn1c(=O)n(CC2CS2)c2ccccc21)N1CCCCC1 (stereo not given)	1.4	5.7	-0.9	-27.0	-1.0	10.7	-7.7
COc1ccc(CNC(=O)/C=C/c2ccc3[nH]cc(CCN(C)C)c3c2)cc1	-1.5	-1.7	5.5	7.0	6.9	-2.2	-1.3
CCCCCn1c(=O)c(C(=O)Nc2cccc(C)c2)c(O)c2ccccc21	-4.7	-1.2	-1.2	-0.2	-9.4	4.8	-4.5
O=C(Cc1ccccc1)N1CCCCN2[C@H](CO)[C@H](c3ccc(-c4ccccc4)cc3)[C@@H]2C1	3.3	1.3	5.2	-10.4	12.4	28.4	nt
CC(=O)OC1C=CC2[C@H]3Cc4ccc(O)c5c4[C@@]2(CCN3C)C1O5 (stereo not given in full)	nt	4.4	5.5	nt	-5.0	-8.6	-9.5
CCC(c1nnnn1C1CCCC1)N1CCC2(CC1)C(=O)NCN2c1ccccc1 (stereo not given)	nt	-1.6	nt	-12.2	-11.5	4.3	-11.6
COc1cccc(N2C(=O)NC(=O)/C(=C/c3ccc([N+](=O)[O-])s3)C2=O)c1	15.3*	47.4*	12.0	-10.1	-2.2	8.7	-0.7
COc1cc(O)cc2c1C(=O)O[C@@H](C)CCCC(=O)CCCCC2	-1.3	1.5	1.6	6.6	2.2	3.3	1.8
COc1ccc(-n2c(O)c(C(C)=NCC3CCCO3)c(=O)[nH]c2=O)cc1 (stereo not given)	2.6	-4.3	1.1	3.4	-2.3	-2.6	6.6
Cc1ccc(CN2CCCN(Cc3ccc(C)cc3)S2(=O)=O)cc1	-0.6	-1.9	-7.0	16.9	1.9	-6.1	-6.2
Cc1cccc(NC(=O)N2CC3CC(C2)c2cccc(=O)n2C3)c1 (stereo not given)	-5.1	-3.2	-0.5	-14.2	-5.9	5.7	8.2
Cn1cccc1/C=C1\C(=O)NC(=O)N(CCC2=CCCCC2)C1=O	-0.7	3.3	-7.9	7.5	-3.5	23.5	14.6
O=C1NC(=O)C(=Cc2ccc(Cl)cc2)C(=O)N1	-3.6	7.1	nt	5.2	13.1	0.2	-3.3
N[C@@H](Cn1oc(=O)[nH]c1=O)C(=O)O	-0.5	5.4	-3.4	-14.9	-7.2	-8.8	-0.6
O=C1CCCN1c1ccc(S(=O)(=O)O)cc1 (tested in a mixture with another compound)	-3.3	0.2	-10.2	5.5	-0.4	22.5	11.7
O=C1CC(=O)N(c2ccc(Cl)cc2)C(=O)N1	6.6	2.8	-3.1	-0.2	10.7	-4.0	9.1
O=C1/C(=C/c2ccccc2Cl)N2CCC1CC2	-1.2	0.0	12.4	-8.9	1.7	0.1	8.8
N#Cc1ccc(-c2ccc([C@@H]3[C@H]4CN(C(=O)Cc5ccccc5)CCCCN4[C@H]3CO)cc2)cc1	4.7	-3.6	6.0	-2.5	-3.1	-7.3	4.2
N#CC1c2ccccc2-n2nncc2CN1S(=O)(=O)c1cc(Cl)cc(Cl)c1 (stereo not given)	-3.5	1.7	-1.6	7.6	-15.4	0.5	7.0
CCC(C#N)(CC)P(=S)(c1ccccc1)c1ccccc1	6.7	1.5	-6.1	-8.4	1.9	3.7	9.3
Cc1ccc(-n2c(-c3ccc([N+](=O)[O-])cc3)nc3ccccc3c2=O)cc1	-2.9	1.9	nt	-7.7	nt	-0.7	6.6
COc1ccc(C(C)=O)cc1CC(C(=O)c1ccc(C)c(C)c1)N(C)C (stereo not given)	nt	nt	2.9	15.2	nt	-5.8	3.9
COC(=O)[C@H]1[C@H](CO)[C@H]2Cn3c(ccc(-c4ccccc4)c3=O)[C@@H]1N2CCc1ccccc1	1.2	5.5	-7.2	nt	-5.2	7.5	1.7
CC(=O)c1cccc(OCC(=O)N2CCN(CC(=O)Nc3cccc(F)c3)CC2)c1	7.9	-1.2	-8.0	-9.0	5.5	7.9	4.3
Cc1ccc(-n2c(=S)[nH]c3ccccc3c2=O)cc1F	-4.5	1.8	nt	-83.3	-3.7	-41.5	-91.9
C[C@H](O)[C@H]1CC[C@H]2[C@@H]3CCC4=CC(=O)CC[C@]4(C)[C@H]3CC[C@]12C	-2.1	-0.6	4.3	4.2	2.3	1.1	4.4
CCCCn1c(=O)c(C(=O)NCc2ccccc2OC)c(O)c2ccccc21	-8.8	0.0	-0.7	-19.2	-3.6	0.2	13.0
COc1ccc(-n2nnnc2C(CCc2ccccc2)N2CCC(n3c(=O)[nH]c4ccccc43)CC2)cc1 (stereo not given)	-2.9	-0.5	nt	104.4*	56.4*	101.5*	4.3
C[C@]12CCC3C(CC[C@H]4C[C@H](O)CC[C@]34C)C1C[C@H](O)[C@@H]2O (stereo not given in full)	-1.6	3.6	-1.0	-6.8	7.8	nt	1.0
O=[N+]([O-])/C=C/c1c(Cl)cccc1Cl	-1.1	1.6	-5.4	3.7	-5.7	-15.0	0.3
COC(=O)C1=C(C(=O)OC)C2c3ccccc3C1c1ccccc12	nt	-0.1	10.3	-0.3	1.7	nt	7.1
OC(CCNCCc1c[nH]c2ccccc12)C(F)(F)F (stereo not given)	-0.9	2.1	-0.1	23.2	6.2	4.2	-3.1
CCC(=O)c1ccc(OCC(=O)N2CCN(CC(=O)Nc3ccccc3C(F)(F)F)CC2)cc1	-1.3	2.5	-0.9	20.9	1.9	1.6	6.8
COc1cc(CN=Cc2c(O)n(C(C)(C)C)c(=O)[nH]c2=O)cc(OC)c1	-1.0	2.2	-4.4	16.3	-0.3	11.7	12.4
S=C1NC2(CCCCC2)NC12CCCCC2	-11.8	2.2	nt	14.6	1.8	2.8	6.5
CC(C)n1c(=O)c(C=Nc2ccc(Br)cc2)c(O)n(Cc2ccco2)c1=O	-5.0	10.3	nt	0.3	nt	-0.1	9.1
CC(C)(C)P(=O)(c1ccncc1)N1CCCC1 (stereo not given)	-7.5	-3.1	-6.1	nt	nt	6.4	-0.1
COC(=O)C1=C(c2ccc(F)cc2OCc2ccccc2)C[C@@H]2CC[C@H]1N2C(=O)NCc1cccc(F)c1	nt	-1.3	2.5	19.3	?	17.5	1.1
COC(=O)C1=C(c2ccc(F)cc2F)C[C@@H]2CC[C@H]1N2C(=O)NCc1ccc(F)cc1	0.1	0.1	-5.2	-2.1	-8.4	22.8	-4.7
CC=Cc1ccc2n(c1=O)C[C@H]1[C@H](CO)[C@@H](C(=O)OC)[C@@H]2N1CC1CC1 (mixture of isomers)	-6.3	2.4	-1.1	nt	-4.3	-7.5	0.8
CCC(c1nnnn1-c1ccc2c(c1)OCCO2)N1CCC(n2c(=O)[nH]c3ccccc32)CC1 (stereo not given)	-5.5	nt	nt	84.6*	?	-18.9	12.5
CSCCC(c1nnnn1C1CCCC1)N1CCC(n2c(=O)[nH]c3ccccc32)CC1 (stereo not given)	1.6	4.1	nt	5.5	-1.0	37.1	2.3
O=S(=O)(c1ccc(Cl)cc1)N1CCCC1c1cccnc1 (stereo not given)	-3.4	4.5	-2.4	-1.1	-2.5	nt	-4.5
Nc1c(Br)cc2c3c(cccc13)-c1ccccc1-2	-4.0	15.2	nt	-13.8	-1.1	-15.3	-8.2
CCOC(=O)C1(c2ccccc2)CCN(CC(O)c2ccc(NC(C)=O)cc2)CC1 (stereo not given)	nt	-1.8	5.9	-1.8	-2.0	-15.0	-4.7
O=C(Nc1ccc(OC(=O)N2CCCCC2)cc1)N1CCOCC1	0.1	-2.4	2.2	58.4	9.0	11.9	75.8*
COc1ccc2c(C)c(CC(=O)N3C[C@H]4C[C@@H](C3)c3cccc(=O)n3C4)c(=O)oc2c1	-22.7	-2.1	8.3	nt	-15.0	nt	10.2
CCCC(C)n1[nH]c(=O)c2c1NC(=O)CSC2c1ccccc1 (stereo not given)	11.8	1.5	-6.7	-5.1	3.0	10.2	-4.4
COc1cc(C=C2C(=O)NC(=O)NC2=O)ccc1OCc1ccc([N+](=O)[O-])cc1	5.2	3.5	1.4	-145.9	4.4	-33.0	-59.7
CN(C)c1nc(OCCNC(=O)COc2ccc(Cl)cc2Cl)nc(N2CCCCC2)n1	-3.0	-1.4	-2.8	nt	0.8	9.7	6.4
C/C=C/c1ccc(C2[C@H]3CNC[C@@H]2N3Cc2ccccn2)cc1 (stereo not given in full)	nt	nt	nt	13.3&12.0	0.6&3.2	-15.2&-3.7	-13.8&-22.1
Cc1cccc(-n2c(O)c(C=NCCN3CCNCC3)c(=O)[nH]c2=S)c1	3.9	-39.8	-3.3	-10.2	3.5	13.0	0.1
CC[C@@]1(O)C(=O)OCc2c1cc1n(c2=O)Cc2cc3c(NC(=O)CN)cccc3nc2-1	-22.3	5.2	1.5	98.8*	?	20.9	55.8*
C[C@@H]1CNCCN1c1ccc(N2CC[C@H](O)C2)c(C#N)c1	2.4	13.2	nt	-23.0	-5.5	-24.8	-18.0
CC1([N+](=O)[O-])COP(=O)(Nc2ccc(F)cc2)OC1 (stereo not given)	-4.3	-2.2	7.5	0.2	-0.5	-16.9	-0.3
COC(=O)[C@H]1[C@H](CO)[C@H]2Cn3c(ccc(-c4cccnc4)c3=O)[C@@H]1N2CCc1ccccc1	-0.7	1.9	-40.1	2.2	-11.9	4.8	-6.2
CCOP(=O)(OCC)C(NC(=O)c1ccc(C)cc1)C(Cl)(Cl)Cl (stereo not given)	nt	nt	-10.8	-7.1	nt	-1.2	nt
COC(=O)[C@]1(C)C[C@H]1[C@H](NP(=O)(c1ccccc1)c1ccccc1)c1ccccc1	nt	-1.9	-2.6	4.3	8.8	20.5	-2.4
COc1ccc(-c2ccc3c(c2)CN(C(=O)C(C)(C)C)Cc2cnnn2-3)cc1	-20.1	3.8	nt	10.8	10.9	-12.7	-9.4
Next results
SMILES	SIRT5 inh	CASP6 VEID inh	ARNT TACC3 PPI	PAX8 inh HTS	DENV2 CPE rescue	LGR2 antag	EWS-Fli block
Cc1ccc(OCC(=O)Nc2ccc(Cl)cc2C(=O)c2ccccc2)cc1	nt	nt	-7.5	-13.5	nt	8.6	nt
S=C=Nc1cccc(C2(N3CCCCC3)CCCCC2)c1	-3.6	-10.8	13.0	-14.4	0.3	-13.3	9.6
COc1ccc(CCNCc2ccccc2F)cc1	-4.1	-2.2	0.4	-5.2	0.3	-2.7	-19.6
COCCCn1c(-c2ccc(OC)cc2)cc(C(=O)NC2CCCCCCC2)c1C	-0.2	4.2	-9.6	24.3	-9.4	22.1	23.4

This is a subset; count on the stated rates, not on these rows.
